Screens from PubChem BioAssay.
MKP-3 inhibition: MKP-3 phosphatase inhibitors, primary screen, biochemical, rat enzyme, in vitro (AID 425); recombinant MKP-3 phosphatase activity, fluorescence; higher % means a stronger effect; inhibition, % at 20 µM, or IC50 in µM where a hit was titrated; 0.17% of 110,000 active; in the data active = inhibition above about 50%;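 note: plate controls were vehicle for no effect and reference inhibitor for full effect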
Hsp70 displacement: Hsp70 inhibitors, probe displacement, primary screen, biochemical, fluorescence polarization (AID 583); Hsp70 fluorescence polarization probe displacement, mP; higher % means a stronger effect; one-dose displacement, % at 20 µM; IC50 in µM for titrated hits; 0.06% of 140,000 active; in the data active = displacement above about 50%;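 note: plate controls were vehicle for no effect and reference ligand for full effect; a part of the inactive calls stands beside numbers as strong as those of hits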
* = called active by the depositor; . = not tested or not shown; & = joins results of further samples.

Second line of a record – MKP-3 inhibition, Hsp70 displacement
> O=[N+]([O-])c1cccc(CNc2ccc3c(c2)CCC3)c1
    2%, 3.6%
> Cc1ccsc1C(C(=O)NC1CCCCC1)N(C(=O)c1csnn1)C1CC1 (centres undefined)
    -10%, 1.1%
> COc1cccc(NC(=O)NCc2cccn2C)c1
    0%, -4.4%
> O=C(OCC1COc2ccccc2O1)c1c(F)cccc1F (centres undefined)
    -2%, 1.4%
> O=C1NCCN1CCNS(=O)(=O)c1ccc2ccccc2c1
    -7%, -0.1%
> O=[N+]([O-])/C(=C\Nc1ccccc1Cl)S(=O)(=O)c1ccccc1
    ., 3.2%
> COc1ccc(CCN2C(=O)C3C4CC(C5C(C(=O)N/N=C\c6ccc(Cl)cc6)=NOC45)C3C2=O)cc1OC (centres undefined)
    ., -3.7%
> C=CCN1C(=O)/C(=C\c2cc3c(cc2Cl)OCO3)C(=O)NC1=S
    1%, -1.6%
> CCOC(=O)C1CCCN(C(=O)C2CCN(S(=O)(=O)c3cccs3)CC2)C1 (centres undefined)
    1%, .
> O=C(/C=C/c1ccc(-c2ccc(Cl)cc2)o1)Nc1cccnc1
    7%, -3.3%

As entered above.
Reading of C=CCN1C(=O)/C(=C\c2cc3c(cc2Cl)OCO3)C(=O)NC1=S in MKP-3 inhibition: 1%
Reading of O=C(/C=C/c1ccc(-c2ccc(Cl)cc2)o1)Nc1cccnc1 in Hsp70 displacement: -3.3%
Reading of COc1ccc(CCN2C(=O)C3C4CC(C5C(C(=O)N/N=C\c6ccc(Cl)cc6)=NOC45)C3C2=O)cc1OC (centres undefined) in Hsp70 displacement: -3.7%
Reading of O=C1NCCN1CCNS(=O)(=O)c1ccc2ccccc2c1 in Hsp70 displacement: -0.1%
Reading of O=[N+]([O-])c1cccc(CNc2ccc3c(c2)CCC3)c1 in Hsp70 displacement: 3.6%

Additional entries follow:
Second line of a record – MKP-3 inhibition, Hsp70 displacement
> O=C(CN1C(=O)c2ccccc2C1=O)Nc1ccc(N2CCOCC2)cc1
    -7%, -0.4%
> CC(C)N(C(=O)C(F)(F)F)C(C(=O)NC1CCCCC1)c1ccncc1 (centres undefined)
    ., 2.3%
> COc1ccc(/C=C2\SC(=NCc3ccccc3)N(Cc3ccccc3)C2=O)cc1C(=O)O
    4%, -3.5%
> Cc1cc(-c2nnc3n2CCCCC3)c(C)n1-c1ccccc1
    -1%, 2.8%
> COc1ccc(CCn2c(N)c(S(=O)(=O)c3cccs3)c3nc4ccccc4nc32)cc1OC
    0%, -1.1%
> CN(C)c1ccc(C=NCCC2(O)CCOC(C)(C)C2)cc1 (centres undefined)
    2%, 0.5%
> O=C(N/N=C/c1ccc2c(c1)OCCO2)C(=O)Nc1ccc(F)cc1
    1%, 0.4%
> Cn1c(=O)c2c(nc(NCc3ccccc3)n2CCCc2ccccc2)n(C)c1=O
    -5%, -2.0%
> Cc1ccc(-c2nnc3n2N=C(c2ccccc2)CS3)cc1
    -6%, .
> O=C(O)CCc1nn2cc(-c3ccccc3)nc2[nH]c1=O
    -10%, 8.2%

Carrying on:
Second line of a record – MKP-3 inhibition, Hsp70 displacement
> CC1C(C(=O)N(C=O)c2cccc([N+](=O)[O-])c2)C2C=CC1C21CC1 (centres undefined)
    -1%, -4.1%
> COC(=O)Nc1c(-c2ccccc2)nc2ccc(Cl)cn12
    4%, -4.9%
> CN=C(Nc1ccc2c(c1)OCO2)SC1CC(=O)N(c2ccc(Cl)cc2)C1=O (centres undefined)
    1%, -4.5%
> COc1ccccc1-c1cc(C(=O)NCc2ccccc2)no1
    7%, -1.1%
> CCOC(=O)CC(=O)CSCC(=O)Nc1ccc(C)cc1
    -11%, -3.0%
> COc1ccc(NS(=O)(=O)c2ccc(C(C)C)cc2)cc1
    0%, 4.1%
> O=C1S/C(=C/c2ccc(N3CCOCC3)o2)C(=O)N1Cc1ccc(F)cc1
    ., -26%
> Cc1ccc(C(=O)N2c3ccccc3-c3c(ssc3=S)C2(C)C)cc1
    2%, 2.3%
> COc1ccc2c(c1OC)C(=O)N1c3ccccc3C(=O)N(c3ccccc3F)C21 (centres undefined)
    3%, 3.0%
> O=C(Nc1ccccc1Cl)c1ccco1
    4%, 3.1%

Carrying on:
Second line of a record – MKP-3 inhibition, Hsp70 displacement
> CCOC(=O)C(=O)Nc1ccc(S(=O)(=O)Nc2ncccn2)cc1
    ., 3.1%
> O=C(CSc1nnc(-c2ccc(F)cc2)o1)Nc1ccc(S(=O)(=O)N2CCCC2)cc1
    0%, 6.6%
> O=C(Nc1nnc(-c2ccc(Cl)cc2)o1)Nc1ccccc1Cl
    ., 2.3%
> CC1CN=C(N(Cc2ccccc2)C(=O)Nc2ccccc2)S1 (centres undefined)
    ., 0.8%
> CC1=NN(C(=O)C(C)(C)C)C(O)(c2ccccc2)C1 (centres undefined)
    4%, -2.4%
> Cc1ccc(OCCCCn2ccnc2)c(Cl)c1
    -18%&3%, -1.0%
> Cc1nc2ccccc2n1CCc1nc2c3ccccc3nc(SCC(=O)NCc3ccco3)n2n1
    -8%, -6.8%
> COCCCN(C(C)=O)c1nc(-c2ccccc2)cs1
    -4%, -0.8%
> Cc1cc(=O)oc2cc(OCC#N)ccc12
    -5%, -0.1%
> COc1ccccc1N(CC(=O)Nc1ccccc1Br)S(=O)(=O)c1ccccc1
    -6%, -5.1%

An excerpt from further up, as a working copy:
Second line of a record – MKP-3 inhibition, Hsp70 displacement
> Cc1ccc(OCCCCn2ccnc2)c(Cl)c1
    -18%&3%, -1.0%
> Cc1nc2ccccc2n1CCc1nc2c3ccccc3nc(SCC(=O)NCc3ccco3)n2n1
    -8%, -6.8%
> COCCCN(C(C)=O)c1nc(-c2ccccc2)cs1
    -4%, -0.8%
> Cc1cc(=O)oc2cc(OCC#N)ccc12
    -5%, -0.1%
> COc1ccccc1N(CC(=O)Nc1ccccc1Br)S(=O)(=O)c1ccccc1
    -6%, -5.1%

(next part)
Second line of a record – MKP-3 inhibition, Hsp70 displacement
> Nc1nc2n(n1)C(c1c(F)cccc1Cl)CC(c1ccc(F)cc1)N2 (centres undefined)
    -2%, 2.5%
> Cc1nn(C)cc1CN(C)C(=O)c1sc2cccc(Cl)c2c1Cl
    -13%, 6.1%
> COc1ccc(-c2cc(C(F)(F)F)n3nc(C)cc3n2)cc1
    -14%, -2.8%
> CCOC(=O)C1=C(NC(=O)c2ccc(Br)o2)Nc2ccccc2N=C1
    -12%, .
> CC1=CCC2(CO)COC(c3ccccc3O)C1C2 (centres undefined)
    -11%, 6.7%
> CCCC(c1nnnn1CC1CCCO1)N1CCN(c2cc(Cl)ccc2C)CC1 (centres undefined)
    -4%, -3.6%
> Cc1ccc(C(C)C)c(OCC(=O)Nc2ccc(OC(F)(F)F)cc2)c1
    2%, -4.0%
> CC1=CC(C)(C)N(C(=O)c2ccc(F)cc2)c2ccc(OC(=O)c3ccc([N+](=O)[O-])cc3)cc21
    3%, 3.7%
> Cc1ccc(C(=O)CSc2nnc(CNc3ccc(C)cc3C)o2)cc1
    -4%, 1.3%
> CCCSc1nnc(-c2c[nH]c3ccccc23)n1C
    -6%, 1.0%

Next part.
Second line of a record – MKP-3 inhibition, Hsp70 displacement
> COC(=O)C(C)NC(=O)C1CCCN1S(=O)(=O)c1cc(C)c(Cl)cc1C (centres undefined)
    -12%, -1.2%
> COc1ccc(CC(=O)NCCN2CCCC2)cc1
    ., 0.1%
> CCOC(=O)c1cc(C#N)c(SCc2ccc(C#N)cc2)nc1C
    -13%, 0.6%
> CCOC(=O)CNS(=O)(=O)c1cc(-c2nn(C)c(=O)c3ccccc23)ccc1C
    -6%, 11%
> CC(=O)NC1=NC(=O)/C(=C\c2ccc(Cl)cc2)S1
    3%, -20%
> FC(F)(F)c1cccc(Nc2ncnc3ccc(Br)cc23)c1
    1%, -2.3%
> COc1ccc(CN(C)c2ncnc(N)n2)cc1
    ., -2.5%
> COC(=O)c1cnn(C(=O)c2ccccc2Br)c1N
    ., 0.2%
> O=c1c2c(nc3cc(-c4cccc(F)c4)[nH]n13)CCC2
    2%, 2.0%
> Cc1ccc(N2C(=O)CC(N3CCC(Cc4ccccc4)CC3)C2=O)cc1 (centres undefined)
    0%, -3.1%

Next section:
Second line of a record – MKP-3 inhibition, Hsp70 displacement
> CCOC(=O)COc1ccc2c(c1)C(=O)CC(C)(c1cccnc1)O2 (centres undefined)
    -4%, 6.0%
> CCN(CC)C(=O)CSc1ncnc2c1nnn2-c1ccc(OC)cc1
    2%, 3.8%
> CCOC(=O)c1ccc(NC(=O)C(C)N2C(=O)c3ccccc3C2=O)cc1 (centres undefined)
    -7%, -2.7%
> CCOc1cc(/C=N/NC(=O)c2cc(C34CC5CC(CC(C5)C3)C4)[nH]n2)ccc1O
    3%, 5.0%
> CCCCn1c(SCC(=O)N2CCCCC2C)nc2cc(S(N)(=O)=O)ccc21 (centres undefined)
    ., 3.3%
> O=c1cc(-c2cccs2)oc2ccc(Cl)cc12
    ., -2.8%
> CCOc1ccc(N(CC(=O)NC2CCCC2)C(=O)CCC(=O)Nc2ccccn2)cc1
    -3%, -4.4%
> COc1cc2nnc(/C=C/C(C)=O)c(-c3ccc(C)o3)c2cc1OC
    27%, 14%
> O=C(Nc1ccc(N2CCCCC2)cc1)c1cccnc1Cl
    ., 2.0%
> Cc1noc(C)c1S(=O)(=O)N1CCCC(C(=O)N2CCN(C3CCCCC3)CC2)C1 (centres undefined)
    3%, -0.9%

Continued:
Second line of a record – MKP-3 inhibition, Hsp70 displacement
> Cc1cc(F)c(F)cc1C(=O)N1CCCC1
    -4%, 3.0%
> O=C(Nc1ccc(-c2nc3ccccc3s2)c(O)c1)c1cc2ccccc2o1
    8%, -0.6%
> O=C1CN(S(=O)(=O)c2ccccc2)CC(=O)N1CCc1ccccc1
    -7%, -4.8%
> CCOc1ccc(NC(=O)C2C3C=CC4(CN(C(C(=O)OC)C(C)C)C(=O)C24)O3)cc1 (centres undefined)
    1%, -2.3%
> O=C(NC1(O)C(=O)c2ccccc2C1=O)c1ccccc1
    22%, 9.7%
> O=C(CN(CC1CCCO1)C(=O)CCC(=O)Nc1nccs1)NCC1CCCO1 (centres undefined)
    -5%, -0.8%
> COc1cc(OC)cc(C(=O)NCCn2ccc3ccccc32)c1
    -10%, -1.8%
> Cc1cc(C(=O)CSc2nnc(-c3cccs3)n2Cc2ccccc2)c(C)n1C
    0%, -2.9%
> CS(=O)(=O)c1ccc(-c2nn[nH]n2)cc1
    -96%, 0.4%
> CS(=O)CSc1nc2c(cc1C#N)CCCC2 (centres undefined)
    -10%, 5.3%

Following part:
Second line of a record – MKP-3 inhibition, Hsp70 displacement
> Cc1ccc(C(c2sc3ncnn3c2O)N2CCCCC2)cc1 (centres undefined)
    -10%, 7.2%
> O=C(COc1cccc2ccccc12)NCc1ccncc1
    2%, 6.4%
> COc1ccccc1OCCOc1c(I)cc(/C=C2/SC(=S)N(C)C2=O)cc1OC
    0%, -0.2%
> CCN1CCN(c2ncc(C(=O)N3CCN(c4ccccc4OC)CC3)c3ccccc23)CC1
    2%, 4.0%
> O=C(Nc1nnc(COc2ccc(Cl)cc2)s1)c1ccccc1F
    1%, 4.8%
> Cc1noc(C)c1S(=O)(=O)N1CCC(C(=O)Nc2ccc(OC(F)(F)F)cc2)CC1
    2%, .
> CC(=O)c1nnn(-c2nc(N3CCCC3)nc(N(c3ccccc3)c3ccccc3)n2)c1C
    3%, 3.9%
> CC(=O)Nc1ccccc1-c1nn[nH]n1
    -1%, -5.7%&3.9%
> CCOc1ccccc1C(=O)Nc1ccccc1C(N)=O
    -5%, 8.0%
> Cc1ccc(C)c(NCc2ccncc2)c1
    0%, 1.5%

(cont.)
Second line of a record – MKP-3 inhibition, Hsp70 displacement
> CC(=O)NC1=NC(=O)/C(=C/c2ccc(C)cc2)S1
    1%, -17%
> CCc1cc2c(=O)n(-c3ccccc3)c(=S)[nH]c2s1
    ., -0.2%
> Cc1cccc(N(C(=O)CCC(=O)Nc2cc(C)on2)C(C(=O)NC2CCCC2)c2ccncc2)c1 (centres undefined)
    0%, 1.8%
> COc1ccc(-n2c(SCc3nnc(-c4ccccc4)o3)nnc2-c2ccccc2)cc1
    -12%, .
> OCCN(Cc1ccccc1)Cc1ccc(F)c(F)c1
    2%, 3.2%
> Cc1csc(NC(=O)CSc2nnc(C)s2)n1
    -18%, 1.9%
> Cc1cc(N/C=C/C(=O)c2ccc(Br)cc2)no1
    ., -1.6%
> C=CCSc1nc2c(cnn2-c2ccc(C)c(C)c2)c(=O)[nH]1
    3%, -1.2%
> CC(=O)Nc1c(C(=O)N2CCOCC2)sc2nc3c(cc12)COC(C)(C)C3
    -3%, 4.2%
> COc1ccc(N2CCN(CCNC(=O)c3c(C)cc(=O)oc3C)CC2)cc1
    0%, 1.9%

Following part
Second line of a record – MKP-3 inhibition, Hsp70 displacement
> Cc1cc(C)c2c(=O)[nH]n(C3CC(C)N(C)CC3C)c2n1 (centres undefined)
    -2%, 0.6%
> CCOC(=O)Cn1nc(Cc2ccccc2)c2ccccc2c1=O
    ., 6.0%
> CCOC(=O)C1CCCN(C(=O)c2sc3nc(C)nc(N(CC)CC)c3c2C)C1 (centres undefined)
    ., 0.4%
> COc1ccccc1NC(=O)Cc1noc(CSc2nnc(N)s2)n1
    ., 0.8%
> CCCOc1ccc(/C=C2\C(=O)NN(c3ccccc3)C2=O)cc1
    -3%, -1.8%
> Cc1cccc(C(=O)Nc2ccc3oc(-c4ccc(N(C)C)cc4)nc3c2)c1
    -1%, 5.3%
> O=C(CSCc1ccccn1)Nc1ccccc1
    -8%, -0.1%
> Cn1c(=O)c2c(SCc3ccccc3)nc(-c3ccco3)nc2n(C)c1=O
    7%, 5.0%
> CCn1c(=O)n(CCc2ccccc2)c(=O)c2c3c(sc21)CCCC3
    ., -2.5%
> Cc1nnc(Oc2ccc([N+](=O)[O-])cc2)c2ccccc12
    3%, 3.2%
> Cc1nc2ccc(NC(=O)NCc3ccco3)cc2s1
    0%, 4.0%

Not all compounds are listed; rates above refer to the full screens.
